# Compound activity: PubChem, several laboratories
# ssDAF12 agonist – activates DAF-12 receptor from parasite S. stercoralis. HEK293 ssDAF-12/GRIP1 lit1-tk-luc reporter, luminescence; % of 3 µM dafachronic acid response. activation, % at 6.8 µM. hit rate 1% among 370,000. AID 652126;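 active = activation above the mean over all tested compounds plus 3 SD, cut at about 0.9% in these data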;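 note: 0% = DMSO-only wells and 100% = 3 µM delta7-dafachronic acid wells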
# hcDAF-12 act – activates DAF-12 receptor from parasite H. contortus; hit rate 1.4% among 370,000; activation, % at 6.8 µM; HEK293 hcDAF-12 lit1-tk-luc reporter, luminescence; 0% DMSO, 100% Δ7-dafachronic acid;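 active = activation above the mean of all tested compounds plus 3 SD, cut at about 5.5% in these data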;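 note: 100% = response to 3 µM Δ7-dafachronic acid high control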
# HGIII-sPLA2 inh – Inhibits HGIII-sPLA2 liposome hydrolysis, primary screen | Q9NZ20 | QFRET BODIPY PC-A2 liposome hydrolysis, fluorescence | inhibition, % at 12.2 µM | hit rate 0.56% among 370,000;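 active = inhibition above mean plus 3 SD of compounds lying within the high and low control bounds, cut at about 19% in these data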;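 note: 0% = median of test compound wells and 100% = no enzyme DMSO wells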
# NPR2 activator – GC-B (human) receptor activation | P20594 | HEK293-GC-B cells, CNP EC30, cGMP TR-FRET; 0% at EC30 CNP, 100% saturating CNP | activation, % at 10 µM | hit rate 0.11% among 370,000 | AID 1920062;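 active = activation at 10 µM reaching about 35% in either raw or pattern-adjusted values, limit read from the data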
# Target sequence (P20594 whole entry, looked up): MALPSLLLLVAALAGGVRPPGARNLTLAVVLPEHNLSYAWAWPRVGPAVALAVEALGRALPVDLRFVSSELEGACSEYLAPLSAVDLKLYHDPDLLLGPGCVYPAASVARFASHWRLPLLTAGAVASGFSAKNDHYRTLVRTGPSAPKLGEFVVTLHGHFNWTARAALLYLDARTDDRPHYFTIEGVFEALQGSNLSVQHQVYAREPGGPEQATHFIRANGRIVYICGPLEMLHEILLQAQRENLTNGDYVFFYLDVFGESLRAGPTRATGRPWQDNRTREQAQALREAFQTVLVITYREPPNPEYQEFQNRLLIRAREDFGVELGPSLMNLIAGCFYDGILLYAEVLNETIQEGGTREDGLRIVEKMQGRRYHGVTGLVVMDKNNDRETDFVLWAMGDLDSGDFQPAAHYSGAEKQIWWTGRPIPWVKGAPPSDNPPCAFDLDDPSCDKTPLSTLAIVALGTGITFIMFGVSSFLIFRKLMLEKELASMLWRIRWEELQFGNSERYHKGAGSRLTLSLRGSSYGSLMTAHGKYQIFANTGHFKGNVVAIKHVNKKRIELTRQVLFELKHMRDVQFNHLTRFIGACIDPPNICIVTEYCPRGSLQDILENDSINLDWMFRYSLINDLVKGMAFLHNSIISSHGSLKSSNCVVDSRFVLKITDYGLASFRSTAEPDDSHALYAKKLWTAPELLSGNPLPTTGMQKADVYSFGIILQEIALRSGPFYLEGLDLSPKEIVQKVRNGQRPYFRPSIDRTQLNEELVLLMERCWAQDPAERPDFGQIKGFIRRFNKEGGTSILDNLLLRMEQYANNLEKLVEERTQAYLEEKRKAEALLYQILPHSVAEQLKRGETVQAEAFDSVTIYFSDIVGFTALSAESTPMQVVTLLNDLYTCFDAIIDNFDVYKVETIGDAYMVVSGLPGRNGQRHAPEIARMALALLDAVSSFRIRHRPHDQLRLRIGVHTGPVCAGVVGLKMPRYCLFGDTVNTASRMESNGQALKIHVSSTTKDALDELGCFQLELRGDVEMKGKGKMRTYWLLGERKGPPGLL
# KLK7 zymogen act – activators of human kallikrein-7 zymogen. purified proKLK7, EDANS-DABCYL substrate fluorescence; 100% is mature enzyme control, 0% vehicle. activation, % at 7 µM. hit rate 0.9% among 370,000. AID 652039;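 active = activation above the mean of all tested compounds plus 3 SD, computed per campaign excluding outliers beyond control limits, cut at about 13% in these data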
# SMARCA2 activ – increases SMARCA2 function in MMTV reporter cells; MG213 cells, MMTV-luciferase reporter, dexamethasone, overnight; activation, % at 9.1 µM; hit rate 1% among 370,000; AID 652017; in the data active = activation above about 7.8%;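 note: 0% = vehicle wells and 100% = reference activator wells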
# GAA850 FXN act – activators of GAA850 frataxin (FXN) promoter. activation, % at 6 µM. HEK293 lucGAA850 FXN promoter luciferase reporter, 24 h; percent of 10 µM SAHA response. hit rate 0.56% among 360,000. AID 540364;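 active = activation above the average of all compounds screened plus 3 SD, cutoff fixed separately per campaign, cut at about 7.5% in these data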;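 note: 0% = DMSO wells and 100% = 10 µM SAHA wells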
# DAX1 inh-1 – blocks DAX1 repression of SF-1 activated StAR promoter; inhibition, % at 6.8 µM; HEK293T StAR-luciferase reporter, SF-1/DAX-1 repression relief; hit rate 1.1% among 370,000; AID 652010;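 active = inhibition above the mean over all tested compounds plus 3 SD, cut at about 3.6% in these data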;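 note: 0% = DAX-1 cells with DMSO and 100% = cells lacking DAX-1 with DMSO; higher inhibition means more luminescence from relief of DAX-1 repression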
# DAX1 inh-2 – inhibitors of human orphan nuclear receptor DAX1 (NR0B1) | HEK293 Gal4-DAX1 luciferase reporter, luminescence | hit rate 0.99% among 340,000 | inhibition, % at 6.75 µM | AID 504766 | P51843;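 active = inhibition above the mean over all tested compounds plus 3 SD, cut at about 4.2% in these data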;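 note: 0% = DAX1-transfected cells with DMSO and 100% = empty-vector control cells with DMSO; inhibition shows as a rise in luminescence from relieved DAX1 repression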
# GC-A act – GC-A (human) enzyme activation | AID 1671463 | hit rate 0.14% among 370,000 | P16066 | activation, % at 10 µM | HEK293 GC-A cells, cGMP TR-FRET, EC30 ANP; 0% at EC30 ANP, 100% saturating ANP; in the data active = activation above about 40%
# hgDAF12 agonist – agonists of H. glycines DAF-12 nuclear receptor | activation, % at 6.8 µM | HEK293 GAL4-hgDAF12 UAS-luciferase reporter, agonist luminescence; normalized to butyrate control | hit rate 1.8% among 370,000;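 active = activation above a cutoff set at the mean of all screened compounds plus 3 SD, cut at about 10% in these data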;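 note: 0% = DMSO wells and 100% = sodium butyrate wells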
# * hit, by the source's call; . = not tested or not shown. Outcome played no part in choosing rows. Share with any hit: about 6.7%.
SMILES,ssDAF12 agonist,hcDAF-12 act,HGIII-sPLA2 inh,NPR2 activator,KLK7 zymogen act,SMARCA2 activ,GAA850 FXN act,DAX1 inh-1,DAX1 inh-2,GC-A act,hgDAF12 agonist
COc1ccc(CCNC(=O)c2ccc3c(c2)S(=O)(=O)N=C2CCCCCN23)cc1,-1.2,-1.0,5,-2,-0.4,-1,1.9,-1.5,0.3,-1,-1.5
COc1ccc(-n2ncc(C(C)NS(=O)(=O)c3ccc(C(C)=O)cc3)c2C)cc1 (stereo unspecified),-1.5,-1.3,-11,3,0.4,-3,1.5,1.6,-0.2,2,0.7
CN1/C(=C/C(=S)NC(=O)C2(C)CC2(Cl)Cl)C(C)(C)c2ccccc21 (stereo unspecified),-1.8,-1.8,27*,0,0.2,-2,-1.0,-0.7,-0.2,-1,-1.0
Cc1ccc2[nH]c(=O)c(CN(CCN3CCOCC3)C(=O)Nc3ccc(F)cc3)cc2c1,-1.1,-1.6,-14,1,-0.3,0,-4.3,0.5,-0.1,0,-2.8
COc1ccc(CCNC(=O)c2cnc3n(c2=O)CCS3)cc1OC,-0.5,-1.8,3,-2,0.3,-2,2.2,0.6,1.6,1,-0.4
CCOC(=O)c1c(-c2ccccc2)csc1NC(=O)/C(C#N)=C/c1ccc(O)c(OC)c1,-0.9,-0.1,11,-6,-1.3,-1,4.2,-0.8,1.6,1,-2.3
CCNC(=O)C1(C)CCCN(Cc2csc3ccccc23)C1 (stereo unspecified),-1.2,-2.2,5,-1,-0.1,0,-1.0,-0.6,.,-2,0.6
Cc1nn(-c2ccccc2)c(Cl)c1C(=O)Nc1ccc(N2CCOCC2)cc1,-1.1,-0.8,4,3,0.2,-3,-0.4,-0.4,2.1,2,-0.5
COc1ccccc1CNC(=O)CCNS(=O)(=O)c1cc(Br)cnc1N,-1.1,-2.0,-16,4,0.5,-2,0.5,0.3,0.2,1,1.4
COc1cc(OC)cc(C(=O)N[C@H](C(=O)NCc2cccs2)C(C)C)c1,-1.7,-0.3,-2,-6,0.0,-1,2.6,1.6,0.7,-7,0.0
COC(=O)CC(CC(=O)OC)n1cccc1,-1.6,0.5,-3,1,-0.2,-4,-0.7,-2.1,0.2,1,-1.4
CC(/C=C/c1ccccc1)=N/O,-0.5,2.1,0,1,-0.2,0,-0.2,-0.1,-0.5,1,-1.3
CCC(C)N(C)C(=O)c1cc2ccccc2c(-c2ccccc2Cl)n1 (stereo unspecified),-1.1,0.1,-2,-2,-0.5,-4,2.5,0.2,-0.7,-4,0.6
Cn1c(=O)[nH]c(=O)c2c1nc(SCC(=O)O)n2Cc1ccccc1,-1.1,-0.6,2,8,-0.3,-1,0.0,0.2,-0.5,3,1.3
Cc1ccc(S(=O)(=O)N(C)c2ccc(OCC(=O)Nc3cccc(-n4cnnn4)c3C)cc2)cc1,-1.6,-1.7,-8,1,0.6,1,0.4,-0.9,-0.5,-4,0.2

# Sorted by the number under hcDAF-12 act (ascending): some entries from above
SMILES | hcDAF-12 act
CN1/C(=C/C(=S)NC(=O)C2(C)CC2(Cl)Cl)C(C)(C)c2ccccc21 (stereo unspecified) | -1.8
CCOC(=O)c1c(-c2ccccc2)csc1NC(=O)/C(C#N)=C/c1ccc(O)c(OC)c1 | -0.1
CCC(C)N(C)C(=O)c1cc2ccccc2c(-c2ccccc2Cl)n1 (stereo unspecified) | 0.1

# Following part
SMILES,ssDAF12 agonist,hcDAF-12 act,HGIII-sPLA2 inh,NPR2 activator,KLK7 zymogen act,SMARCA2 activ,GAA850 FXN act,DAX1 inh-1,DAX1 inh-2,GC-A act,hgDAF12 agonist
OC(c1cccc(F)c1)c1ncc(-c2ccc3ccccc3c2)[nH]1 (stereo unspecified),-1.2,1.0,-22,-3,0.1,2,4.9,2.0,.,-2,5.7
O=C(Nc1cc(Cl)ccc1Oc1ccccc1)c1ccc(F)cc1,-1.7,-1.7,8,-6,-0.3,-3,1.2,-0.7,0.1,-4,-3.2
COc1ccc(N2CCN(C(=O)CSc3nnc4ncccn34)CC2)cc1,-0.6,-1.2,-3,0,0.1,-2,0.3,-2.0,-0.3,-2,0.8
CC1CCCCC12NC(=O)N(CC(=O)Nc1ccc(N3CCOCC3)cc1)C2=O (stereo unspecified),-0.8,0.8,6,3,-0.5,-1,0.0,-0.1,1.3,-5,0.3
Cc1ccc(NC(=O)CC(N)=S)cc1,-1.0,0.8,-16,2,0.3,2,0.5,-0.1,2.3,-1,-0.9
CC(C)(C)c1ccc(Cn2cnc(-c3ccc([N+](=O)[O-])cc3)c2)cc1,-1.0,-1.1,-14,1,-1.2,5,5.1,0.8,1.2,4,8.1
CSCC(=O)N1CCCC(CO)(Cc2ccccc2C)C1 (stereo unspecified),-1.5,-1.5,-1,-4,-0.9,-1,-0.2,0.1,-0.4,3,-0.1
Cc1ccc(Cl)c(OCC(=O)NCC(c2cccs2)N2CCOCC2)c1 (stereo unspecified),-1.6,-2.9,-4,3,0.5,-4,-0.6,-3.8,0.6,0,-1.8
CCn1c(C)nc([N+](=O)[O-])c1C(=O)O,-1.0,-0.2,2,1,0.5,0,0.1,0.6,2.6,3,0.1
COc1ccc(N2CCN(Cc3nc(N)nc(N4CCCc5ccccc54)n3)CC2)cc1,-1.0,-1.3,0,.,-0.1,-2,1.5,-0.8,-0.5,.,0.2
COc1cc(C(CCN2CCCC2)c2c(OC)cc(OC)c3c(C)cc(=O)oc23)cc(OC)c1OC (stereo unspecified),-1.1,-0.4,-5,-17,-0.2,4,-0.1,0.5,0.0,-9,2.4
CC1CCCCC1NC(=O)COC(=O)c1ccc(S(=O)(=O)N2CCOCC2)cc1 (stereo unspecified),-1.3,-2.1,3,0,0.2,-1,1.4,-0.4,0.8,-3,-1.0
O=C(NC1CCCCC1)c1ccc(CNc2c(N3CCOCC3)c(=O)c2=O)cc1,-1.5,2.1,4,-1,0.1,0,0.7,-0.4,2.0,3,-1.5
CCC(=O)NC(=S)Nc1cccc(NC(=O)c2ccccc2C)c1,-1.1,-0.2,10,2,-0.2,3,-0.4,-1.0,-0.9,-1,-0.6
CCCS(=O)(=O)NC(=O)C1(C)CCN(C(=O)c2sccc2C)C1 (stereo unspecified),-1.6,0.5,16,0,0.4,2,-0.8,-0.8,.,4,1.0
Cc1ccc(N=Nc2ccc(O)c3ncccc23)cc1C,-1.1,1.8,0,2,-0.7,7,2.1,0.2,0.9,-2,1.5
C=CCN(c1ccc(F)cc1)S(=O)(=O)c1cc(C(=O)NC2CCC(O)CC2)ccc1Cl (stereo unspecified),-1.1,1.8,-2,-1,-0.4,-3,-0.7,-1.1,0.4,-3,0.5
Cc1ccc(OC(=O)c2ccccc2P(=O)(O)O)cc1,-1.5,0.4,2,-2,-0.1,1,0.1,0.3,0.1,5,-0.2
O=C(OC(C(=O)NCc1ccccc1)c1ccccc1F)c1ccco1 (stereo unspecified),-1.0,-1.8,-4,-9,0.5,1,2.7,-0.2,0.2,-15,0.4
Cc1ccc(S(=O)(=O)N(CC(=O)Nc2ccccc2C(=O)O)c2ccc(Cl)cc2)cc1,-0.9,0.1,-41,-3,0.0,-3,-0.4,-0.1,-0.4,-4,-0.5
C=CCn1c(SCC(=O)Nc2cc(C)nn2-c2ccccc2)nnc1C1CCCCC1,-1.4,0.2,0,0,-0.6,-2,-2.3,-1.2,-0.6,-1,0.0
CC(C)c1cccc(C(C)C)c1NC(=O)CNCC(O)c1ccccc1 (stereo unspecified),-0.9,0.1,2,-3,-0.8,-1,0.1,-0.3,-0.6,-2,-1.7
O=S(=O)(c1ccc2c(c1)oc1ccccc12)N1CCOCC1,-1.0,-1.1,-16,3,-0.3,-3,2.3,-0.3,1.2,3,-0.7
CN(C(=O)Nc1ccc(Cl)cc1)n1cnc2ccccc2c1=O,0.1,0.1,7,-2,-0.4,-1,1.6,0.0,.,1,0.4
CC(Oc1ccc2ccc(=O)oc2c1)C(=O)NCCCn1ccnc1 (stereo unspecified),-1.1,-0.4,0,-1,0.1,-2,1.6,0.0,0.4,2,1.5
CCOC(=O)CSc1nc2cc3c(cc2cc1C#N)OCCO3,0.1,4.3,0,4,0.4,3,2.2,2.6,12*,16,17*
O=C(Cc1cccc2ccccc12)Nc1ccc(Br)cc1C(=O)O,-1.0,-1.4,-24,0,-0.4,-1,-0.5,-0.1,5.6*,3,0.8
CCOc1cc(N2CCOCC2)c(OCC)cc1NC(=O)c1ccc2ncsc2c1,-0.9,-2.6,-2,-3,-0.1,3,0.9,-1.7,0.0,-3,-1.2
CC(=O)c1c(C)c(C)c2n1CCn1c(C)ccc1-2,-1.4,-2.2,-6,-2,0.6,-2,0.5,-0.2,2.6,30,-1.7
CCNC1(C(N)=O)CCN(Cc2ccccc2)CC1,-0.6,0.1,15,-2,0.0,0,1.4,-0.4,-0.6,-1,-0.9
Nc1ccc2nc(-c3cccnc3)[nH]c2c1,0.0,-0.9,11,-10,-0.4,6,0.1,0.1,0.2,-19,-1.1
COc1ccc(N(C)S(=O)(=O)c2cccc(C(=O)Nc3nc4ccccc4[nH]3)c2)cc1,-2.3,-3.2,8,-6,-3.6,-1,0.9,-1.2,-1.2,-10,-2.3
CCn1c(SCC(=O)NCCc2ccc(F)cc2)nnc1-c1cccs1,-0.9,-3.0,-4,3,-0.6,-2,0.0,0.7,-0.3,0,-1.3
CCC12C(=Nc3c(Cl)cccc31)C[C@@H]1CCN3C(=O)CCC[C@H]2[C@H]13 (stereo partly specified),-1.2,-1.6,6,0,1.2,0,-1.1,0.3,-0.5,1,-0.6
O=C(NCc1ccco1)c1cnn2c(C(F)(F)F)cc(-c3ccco3)nc12,-1.0,-2.1,-9,-6,0.1,2,4.6,-0.1,1.4,-3,-1.5
O=C1CC(c2ccccc2)=C(c2ccccc2)C1,-1.2,-0.6,0,0,0.2,-3,1.6,-1.5,1.3,1,1.4
COCCNc1nc(Cl)c(C#N)s1,-0.7,1.2,3,4,0.7,-1,0.2,-0.4,0.8,7,1.2
CC1CCN(C(=O)C2CCN(S(=O)(=O)c3ccc(-n4cnnn4)cc3)CC2)CC1,-1.0,0.0,1,4,-0.5,3,-1.4,-0.1,-1.0,-2,-0.3
COc1cc(OC)c(NC(=O)CCNC(=O)Cn2cnc3ccccc3c2=O)cc1Cl,-1.2,0.1,-1,-2,0.4,-3,3.7,-1.0,0.4,1,1.8
CN(C)C1(CNC(=O)c2cccc(S(=O)(=O)NCc3ccccc3)c2)CCCCC1,-0.6,0.8,-2,-2,-0.3,3,0.3,2.0,-0.3,-3,-0.4
CC(C)(C)c1ccc(C(=O)NCCn2c(N)c(C#N)c3nc4ccccc4nc32)cc1,-1.1,-0.8,-1,-3,-1.6,-3,1.1,-0.6,-1.6,-9,-2.8
CC(C)C[C@H]1COc2cc(Br)ccc2S(=O)(=O)N1Cc1cn(Cc2ccc(C(F)(F)F)cc2)nn1,-1.0,-1.0,10,4,0.5,-3,.,0.1,.,0,-0.7
Cc1ccc(C2C(C#N)=C(N)N(c3cccnc3)C3=C2C(=O)CCC3)c(C)c1 (stereo unspecified),-1.0,-2.2,-6,5,0.3,-1,2.1,0.1,2.2,-4,-2.9
